mHTT CaM bind: inhibitors of human mutant huntingtin-calmodulin interaction | hit rate 3.6% among 190,000 | inhibition, % at 15 µM | AlphaScreen His-mHTT/GST-CaM binding, luminescence;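 note: 0% = both proteins with DMSO and 100% = one protein alone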
Pf apPOL inh: Pf-apPOL DNA polymerase inhibition; Recombinant Pf-apPOL, molecular beacon fluorescence, 1.5 h; inhibition, % at 10 µM; hit rate 0.25% among 210,000
Active calls of the source: *; i = inactive; . = not tested or not shown; & = joins results of further samples. Cut-off read from the data, not from the text of the source: active = inhibition above about 50%; inactive = the rest.

SMILES	mHTT CaM bind	Pf apPOL inh
COc1ccccc1/C=C1\N=C(c2ccc(Cl)cc2)OC1=O	-4.0	-3.2
CN(C)CCNC(=O)C1CCN(c2nc3ccccc3o2)CC1	1.0	-15.8
O=C(CCCN1C(=O)c2cccnc2C1=O)Nc1c(F)cccc1F	11.0	-22.8
O=C1C=C(c2ccccc2)CC(c2cccs2)C1n1nnc2ccccc21 (stereo not drawn)	34.0	1.1
O=C(Nc1ccncc1)c1cc([N+](=O)[O-])ccc1Cl	.	-5.8
CSC1=C(C#N)C(c2ccccc2)C(C(C)=O)=C(C)N1 (stereo not drawn)	-10.2	-9.7
COCC(C)NC(=O)c1ccc([N+](=O)[O-])cc1Cl (stereo not drawn)	0.7	109.0*
O=[N+]([O-])c1cccc(C2=Nn3cnnc3SC2)c1	2.0	3.5
CCOC(=O)C(C)Oc1ccc2c(c1)OC(=Cc1ccccc1OCC)C2=O (stereo not drawn)	-8.3	1.5
O=S(=O)(c1ccccc1)c1nnn2c1nc(NCc1ccc(F)cc1)c1sccc12	-10.7	-5.2
Cc1ccc(C)c(OCc2nnc(NC(=O)Nc3ccc(F)cc3)s2)c1	3.9	25.4
Cc1noc(C2CN(CC(=O)NC3CC3)C2)n1	-13.9	-5.8
O=C(CON=Cc1ccc(Cl)cc1Cl)NNC(=S)Nc1cc(Cl)ccc1Cl	.	-290.2
COc1cccc(C(=O)N2CCC3(CC2)NC(=O)c2cc(F)ccc2N3C)c1	3.9	-2.2
CC1=C(C)Cn2c(=S)c3ccccc3c(=S)n2C1	3.2	.
O=C(c1cc(S(=O)(=O)N2CCCCCC2)ccc1Cl)N1CCOCC1	-8.2	1.3
CCc1ccccc1NC(=O)N1CCN(Cc2nc3cccnc3n2-c2ccccc2)CC1	-9.5	-2.2
Cc1ccc(C2CC(c3cccs3)n3nnnc3N2)cc1C (stereo not drawn)	0.4	0.0
CCC(=O)Nc1cccc(-c2noc(C3CCN(C(=O)Cc4ccccc4C)CC3)n2)c1	3.3	-1.5
Cc1noc(-c2cccnc2)c1C(=O)NC(C)c1ccc(Br)cc1 (stereo not drawn)	-3.7	-7.8
COc1ccc(-c2nnc3n2CCN(Cc2c(C)noc2C)C3)cc1	4.0	3.1
CCCCNC(=O)O[C@H]1CCC12CCC(c1ccccc1)CC2 (stereo partly drawn)	-89.1	-7.1
CCc1ccc(NC(=O)N2CCC(n3cnc4cc(F)ccc4c3=O)CC2)cc1	-6.7	-9.6
CC(=O)OCC1OC(Oc2ccc(C(=O)C=Cc3ccccc3)cc2)C(OC(C)=O)C(OC(C)=O)C1OC(C)=O (stereo not drawn)	3.4	-5.1
COc1cccc(C2CC(=O)Nc3n[nH]c(C)c32)c1OCc1ccc(Cl)cc1 (stereo not drawn)	30.0	-1.4
COCCCNC(=O)c1cc2c(=O)n3ccccc3nc2n(CC2CCCO2)c1=N (stereo not drawn)	4.0	-4.7
COc1ccc(NC(=O)C2CN(S(=O)(=O)c3cccnc3)CC23CCCCC3)cc1 (stereo not drawn)	28.8	-7.1
O=C(Nc1cccc(Cl)c1)Nc1cc(C(F)(F)F)ccc1N1CCOCC1	-1.0	-0.4
CCCNC(=O)N1CC(CC)Oc2ccc(C)cc21 (stereo not drawn)	0.0	0.2
C=CCn1c(SCC2OCCO2)nc2cc(C(=O)N3CCOCC3)ccc2c1=O	1.0	-0.1
CCN(CC)S(=O)(=O)c1ccc2oc(C(=O)NC3CCCCC3)c(C)c2c1	0.0	3.2
NC(=O)c1ccc(N=Cc2ccc([N+](=O)[O-])cc2)cc1	25.0	-2.5
N#Cc1c(NC(=O)COc2ccc(F)cc2)sc2c1CCN(Cc1ccccc1)C2	25.4	-1.6
CCOC(=O)Cc1csc(NC(=O)CSc2ccccn2)n1	.	-0.3
O=C(C1CCN(c2ccc(N3CCOCC3)nn2)CC1)N1CCCCCC1	7.0	2.1
CC(C)CCOC(=O)CCN1C(=O)C(=Cc2ccccc2)SC1=S	7.5	0.4
Cn1nc(-c2nc(-c3cccc(F)c3)no2)c2c1CCN(C(=O)NC(C)(C)C)C2	11.8	-2.4
CCSc1sc(SC#N)cc1SC#N	33.6	-0.8
O=C(CCS(=O)(=O)Cc1ccccc1Cl)NCc1ccc(F)cc1Cl	-3.0	-4.6
O=C(c1ccccc1I)N1CCN(c2ccc(F)cc2)CC1	10.5	1.3
C[C@@H]1[C@@H](c2ccccc2)Oc2c(Cl)cccc2S(=O)(=O)N1C	-16.8	-4.7
CC(C)CC(=O)N1CCN(Cc2ccccn2)CC1	-0.8	1.4
COc1ccc(NC(=O)C2CCN(c3ccc(Cl)cc3Cl)C2=O)cc1OC (stereo not drawn)	17.4	-0.9
CC(C)NCC(O)COc1ccc(Br)cc1Br (stereo not drawn)	0.2	-3.8
CCCOc1ccc(C2C(C(=O)Nc3ccccc3OC)=C(C)Nc3nnnn32)cc1OC (stereo not drawn)	-5.0	1.2
CC(C)N1C/C(=C\c2ccccc2F)C(=O)/C(=C/c2ccccc2F)C1	43.0	-2.1
CC(=O)c1c(-c2ccccc2)[nH]n(-c2nc3ccccc3s2)c1=O	8.0	-1.2
CC(C)Oc1ccccc1NC(=O)CSc1nc2ccccc2c(=O)n1C	-5.4	-1.2
CCCCN=C(C(=O)Nc1ccc(Cl)c(C(F)(F)F)c1)c1ccccc1NC(C)=O	0.0	-0.4
CCC(=O)N1c2ccccc2-c2nnc(SC)nc2OC1c1cccc(OC)c1OC (stereo not drawn)	21.0	-2.1

Ordered by SMILES length (ascending): part of the list above.
SMILES	mHTT CaM bind	Pf apPOL inh
CCSc1sc(SC#N)cc1SC#N	33.6	-0.8
CC(C)NCC(O)COc1ccc(Br)cc1Br (stereo not drawn)	0.2	-3.8
CC(C)CC(=O)N1CCN(Cc2ccccn2)CC1	-0.8	1.4
CC1=C(C)Cn2c(=S)c3ccccc3c(=S)n2C1	3.2	.
Cc1ccc(C2CC(c3cccs3)n3nnnc3N2)cc1C (stereo not drawn)	0.4	0.0
O=C(c1ccccc1I)N1CCN(c2ccc(F)cc2)CC1	10.5	1.3
CN(C)CCNC(=O)C1CCN(c2nc3ccccc3o2)CC1	1.0	-15.8
COCC(C)NC(=O)c1ccc([N+](=O)[O-])cc1Cl (stereo not drawn)	0.7	109.0*
CCCCNC(=O)O[C@H]1CCC12CCC(c1ccccc1)CC2 (stereo partly drawn)	-89.1	-7.1
CC(C)CCOC(=O)CCN1C(=O)C(=Cc2ccccc2)SC1=S	7.5	0.4
Cc1noc(-c2cccnc2)c1C(=O)NC(C)c1ccc(Br)cc1 (stereo not drawn)	-3.7	-7.8
O=C(CCS(=O)(=O)Cc1ccccc1Cl)NCc1ccc(F)cc1Cl	-3.0	-4.6
Cc1ccc(C)c(OCc2nnc(NC(=O)Nc3ccc(F)cc3)s2)c1	3.9	25.4
COc1ccc(NC(=O)C2CCN(c3ccc(Cl)cc3Cl)C2=O)cc1OC (stereo not drawn)	17.4	-0.9
O=C(CON=Cc1ccc(Cl)cc1Cl)NNC(=S)Nc1cc(Cl)ccc1Cl	.	-290.2
CC(C)N1C/C(=C\c2ccccc2F)C(=O)/C(=C/c2ccccc2F)C1	43.0	-2.1
N#Cc1c(NC(=O)COc2ccc(F)cc2)sc2c1CCN(Cc1ccccc1)C2	25.4	-1.6
CCc1ccccc1NC(=O)N1CCN(Cc2nc3cccnc3n2-c2ccccc2)CC1	-9.5	-2.2
O=S(=O)(c1ccccc1)c1nnn2c1nc(NCc1ccc(F)cc1)c1sccc12	-10.7	-5.2
COc1ccc(NC(=O)C2CN(S(=O)(=O)c3cccnc3)CC23CCCCC3)cc1 (stereo not drawn)	28.8	-7.1
CCCCN=C(C(=O)Nc1ccc(Cl)c(C(F)(F)F)c1)c1ccccc1NC(C)=O	0.0	-0.4
CCC(=O)Nc1cccc(-c2noc(C3CCN(C(=O)Cc4ccccc4C)CC3)n2)c1	3.3	-1.5
Cn1nc(-c2nc(-c3cccc(F)c3)no2)c2c1CCN(C(=O)NC(C)(C)C)C2	11.8	-2.4
CC(=O)OCC1OC(Oc2ccc(C(=O)C=Cc3ccccc3)cc2)C(OC(C)=O)C(OC(C)=O)C1OC(C)=O (stereo not drawn)	3.4	-5.1

Carrying on:
SMILES	mHTT CaM bind	Pf apPOL inh
O=C(CN(c1ccccc1Cl)S(=O)(=O)c1ccccc1)NCc1ccccn1	2.4	6.7
CS(=O)(=O)c1cccc2sc(N(CCN3CCOCC3)C(=O)c3cnccn3)nc12	4.5	2.7
CN1CCN(C(=O)c2ccc3[nH]c4c(c3c2)CN(C(=O)C2CCC2)CC4)CC1	2.7	-4.9
CC1(C)CC(=O)C2=C(C1)Nc1ccccc1NC2c1ccc(Cl)cc1 (stereo not drawn)	5.8	2.9
COc1ncccc1CNC(=O)c1n[nH]c2c1CCCC2	-5.6	-1.9
CCCOc1ccc(-c2nc3s/c(=C\c4cc(OC)ccc4OC)c(=O)n3n2)cc1	-1.0	2.4
COc1ccccc1CC(=O)NC1CCCC1	2.2	-3.9
N#CN=C1CCCN1Cc1ncnn1-c1ccccc1	-5.0	42.7
COc1ccc(-c2cc(C(=O)N3CCCC3c3cc(C)on3)on2)cc1 (stereo not drawn)	5.2	-1.0
O=C(NCc1ccc(F)cc1)N1CCCC1c1nc(-c2ccccc2)no1 (stereo not drawn)	-1.2	-0.9

2 records drawn at random from the list so far:
SMILES	mHTT CaM bind	Pf apPOL inh
N#CN=C1CCCN1Cc1ncnn1-c1ccccc1	-5.0	42.7
COc1ccc(-c2cc(C(=O)N3CCCC3c3cc(C)on3)on2)cc1 (stereo not drawn)	5.2	-1.0

Further compounds
SMILES	mHTT CaM bind	Pf apPOL inh
COc1ccc(CC(=O)N2CCN(c3nc(CN4CCOCC4)cs3)CC2)cc1	12.8	-2.5
Cc1nn(-c2ccccc2)c2[nH]c(=O)c(C#N)c(-c3cccnc3)c12	.	-0.3
O=C(O)c1c[nH]c(=O)c([N+](=O)[O-])c1O	.	-15.7
Cc1ccc(C(=O)O/N=C2\Sc3ccccc3C2=O)cc1	i	20.3
O=c1[nH]nc(SCc2cc(-c3c(Cl)cccc3Cl)no2)n1C1CCCCC1	.	3.6
Cc1ccc(C2=C/C(=C\c3ccccn3)C(=O)O2)cc1	5.0	-4.8
COc1ccc(NC(=O)c2cnn3c2NC(c2cccs2)CC3C(F)(F)F)cc1OC (stereo not drawn)	29.0	0.5
COc1cccc(C2C(N3C(=O)c4ccccc4C3=O)C(=O)N2c2ccc(C)c(F)c2)c1 (stereo not drawn)	11.0	11.0
O=C(NC1CC2CC1CN2C(=O)Nc1ccc(C(F)(F)F)cc1)c1ccccc1 (stereo not drawn)	7.6	-3.7
COc1ccc(N2CCN(C(=O)C3c4ccccc4CC(=O)N3C(C)C)CC2)cc1 (stereo not drawn)	22.4	3.9
Cc1ccc(-c2cnc(-c3ccccc3)sc2=O)cc1	.	6.4&4.3
Cc1cc(C)c(S(=O)(=O)NCCC2CCN(C(=O)c3ccccc3)CC2)cc1C	63.7*	-2.1
CN(CCC(=O)Nc1ccc2c(c1)OCO2)Cc1ccccc1	-3.8	7.0
Nc1ccc(-c2nc3cc(-c4ccccc4)ccc3o2)cc1	26.0	-4.6
O=C(Nc1cc(F)cc(F)c1)C1CCN(c2cc(N3CCSCC3)ncn2)CC1	4.7	-4.8
CC1(C)CC(=O)C=C(Nc2ccc(C(=O)O)cc2)C1	-7.1	1.3
COc1ccccc1CN1C(=O)CN(C2CCCC2)C(=O)C1c1ccc(Cl)cc1 (stereo not drawn)	5.0	-9.3
Cc1ccc(-c2ccc(C(=O)NCc3ccc(Cl)cc3)o2)c2ccccc12	31.7	-2.0
CSc1nnc2c(n1)OC(C)N(C(=O)c1ccccc1)c1ccccc1-2 (stereo not drawn)	11.0	-55.6
COc1ccc2c(c1C)OC(=Cc1cc(OC)c(OC)c(OC)c1)C2=O	5.3	-4.7
NC(=Nc1nc2ccccc2o1)NC(=O)C(Cc1ccccc1)N1C(=O)c2ccccc2C1=O (stereo not drawn)	25.6	2.3
CCC(=O)N1CCc2sc(C(=O)N3CCN(c4ccccc4)CC3)cc2C1	19.5	-6.0
CC1=C(C(=O)Nc2ccccc2)C(c2ccccn2)n2nc(SCc3ccccc3)nc2N1 (stereo not drawn)	3.0	-8.0
CS(=O)(=O)N1CCCc2ccc(NC(=O)Cc3cccc4ccccc34)cc21	-1.5	-5.3
Cc1ccc(CNC(=O)c2csc3c2CCCCC3)cc1	-8.2	-0.6
O=C1C(N2CCCC2)=C(N2CCN(S(=O)(=O)c3ccccc3)CC2)C(=O)c2ccccc21	80.0*	-4.3
CCCCN1C(=O)/C(=C2/SC(N3CCOCC3)=NC2=O)c2ccccc21	1.2	6.5
CCNc1cc(N2CCC(CCC(=O)NCc3ccc(F)cc3F)CC2)ncn1	1.8	1.5
C=CCSc1nnc(NC(=O)Nc2ccc(F)cc2)s1	-8.9	-0.4
Cn1c(=O)n(C)c2cc(/C=C/c3[nH]c(=O)[nH]c(=O)c3[N+](=O)[O-])ccc21	25.0	-0.9
CC(C)Cn1c(=O)c(N2CCC(NC(=O)NCCc3ccccc3)CC2)nc2ccccc21	-1.9	0.8
O=C(NCc1ccco1)c1ccc([N+](=O)[O-])cc1Cl	-1.3	-3.0
Cc1ccc(NC(=O)COc2ccc([N+](=O)[O-])cc2C)c(Br)c1	1.2	-4.2
COc1ccc(N2C(=O)CSC2c2ccc(C(C)(C)C)cc2)cc1 (stereo not drawn)	8.0	-3.7
